# Compound activity from PubChem BioAssay.
# HT1080 viability = cytotoxicity in HT1080 fibrosarcoma cells, cell-based, fluorescence readout (AID 620); HT1080 viability, fluorescence; higher % means a stronger effect; one-dose cytotoxicity, % at 10 µM; EC50 in µM for titrated hits; 0.42% of 87,000 active; in the data active = cytotoxicity above about 50%;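 note: cells exposed to compound overnight then 4 h with Alamar Blue; 0% = vehicle DMSO and 100% = killing control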
# The depositor's hits bear a star.
SMILES,HT1080 viability
COC(=O)[C@H]1C[C@@H]1[C@H](NS(=O)(=O)c1ccccc1)c1ccccc1,1.3%
COC(=O)C1=C(C)NC(=O)CC1c1ccccc1 (stereo not drawn),10.2%
CSc1ccccc1C(=O)NCCc1ccc(S(=O)(=O)N2CCCCC2)cc1,9.0%
COCCN(C(=O)Nc1ccccc1)c1ccccc1,-2.8%
COc1ccccc1N1CCN(CC(=O)Nc2ccc(Cl)c(C(F)(F)F)c2)CC1,-29.0%
CCN(CC)S(=O)(=O)c1ccc(-c2nnc(SCC(=O)Nc3nnc(C)s3)n2CC)cc1,-8.7%
O=c1c2ccccc2ncn1-c1ccc(Cl)c(Cl)c1,1.4%
COc1ccc(NC(=O)CN2CCC(C(N)=O)(N3CCCCC3)CC2)cc1,5.4%
COc1c(Cl)cc(Cl)cc1C(=O)n1nc(C)cc1C,0.2%
CC1=NN(C(N)=S)C(=O)C1N=Nc1c(C)cc(C)cc1C (stereo not drawn),-22.6%
CN(C)CCNCc1ccc(OC2CCCC2)cc1,7.8%
CCOC(=O)C1=C(C)N(CCCC(=O)O)C(=O)NC1C(CC)CC (stereo not drawn),-6.6%
Cc1cc(C)nc(SCc2nnc(SCC(=O)Nc3nc(-c4ccccc4)cs3)n2C)n1,-1.6%
CCN(C(=O)Cn1c(=O)n(Cc2ccccc2)c(=O)c2ccccc21)c1cccc(C)c1,-14.5%
O=C(OCC(=O)N1CCOCC1)c1ccc(Cl)nc1,-7.8%
CC1(C)CCCN(C(=O)N2c3ccccc3Sc3ccccc32)C1,-8.6%
OCCNc1nc2ccccc2n1CCN1CCCCC1,-8.4%
Cc1ccc(NC(=O)CC(O)(C(F)(F)F)C(F)(F)F)cc1,10.9%
COc1cc(/C=C2/C(=N)N3C=CSC3=NC2=O)ccc1OCCCOc1cc(C)ccc1C,16.9%
CCOC(=O)C(=CN(CCc1ccccc1)CC(=O)OC)C(=O)OCC,-26.4%
COCCCNc1ncnc2sc3c(c12)CCC(C)C3 (stereo not drawn),-6.8%
Cc1ccc(C2=N/C(=C/c3cccs3)C(=O)N2Nc2ccccc2)cc1,-2.2%
CCC(C)(C)n1nnnc1C(c1ccccn1)N1CCCCC1 (stereo not drawn),0.3%
CC(C)CCNC(=O)c1ccc(CSCc2cccc(F)c2)o1,-14.2%
Cc1ccc(-c2cnc(NC(=O)CCC(=O)N(C)Cc3ccccc3)n2C)cc1,-15.3%
O=c1[nH]nc(Cc2ccc(Cl)cc2Cl)c2ccccc12,2.5%
Cc1cccc(CN2CCN(CC(=O)NCc3cccs3)C2=O)c1,-8.7%
CCCCC(CC)C(=O)Nc1ccc(C#N)cc1 (stereo not drawn),-4.5%
Cc1ccccc1CNC(=O)c1ccccc1,11.8%
O=c1c2cnn(-c3ccc(F)cc3)c2ncn1Cc1ccccc1,-15.7%
CCCNC1CCS(=O)(=O)C1 (stereo not drawn),-9.3%
Cc1ccc(S(=O)(=O)N2CN(Cc3ccco3)c3nc4ccccc4nc32)cc1,4.2%
CCn1c(SCC(=O)c2ccc(Cl)cc2)nnc1-c1cccs1,-20.9%
CCCc1nnc(NC(=O)c2cccs2)s1,7.7%
Cc1nn(Cc2ccc(C(=O)Nc3ccccc3C(F)(F)F)o2)c(C)c1Br,-15.8%
O=C(Cn1nnc(-c2ccccc2)n1)N=Nc1c(O)[nH]c2ccccc12,-2.9%
c1coc(CN2CCN(C(c3cccs3)c3nnnn3C3CCCC3)CC2)c1 (stereo not drawn),-18.2%
Cc1ccc(C)c2c1[nH]c1ccccc12,5.0%
CCc1ccc(N2CC(C(=O)Nc3nnc(CC)s3)CC2=O)cc1 (stereo not drawn),-11.0%
CCCCCCN(C(=O)CCCCCN1C(=O)NC(c2ccc(C(C)(C)C)cc2)C(C(=O)OCc2ccccc2)=C1C)C(C(=O)NCCCC)c1ccc(OCC(=O)OC)c(C(=O)OC)c1 (stereo not drawn),-19.1%
CC(=O)c1cc(-c2ccccc2)n(CC(=O)N2CCCCC2)c1C,-5.8%
Cn1c(N)c(C(=O)COC(=O)c2cc(C(F)(F)F)nc3ccccc23)c(=O)n(C)c1=O,18.2%
CC(=O)N1CCN(S(=O)(=O)c2cccc(C(=O)NC3CCCc4ccccc43)c2)CC1 (stereo not drawn),-2.0%
Nc1nc(SCC(=O)Nc2ccccc2)[nH]c(=O)c1-c1ccccc1,9.7%
CCOc1ccccc1N/C(=C(/C(Cl)=C(Cl)Cl)[N+](=O)[O-])n1cncn1,5.7%
CCC(C)(C)n1nnnc1CN1CCC(NC(=O)c2ccccc2C)CC1,7.4%
O=c1ccc(Cc2ccccn2)n[nH]1,-6.4%
Cc1ccc(NC(=O)CSc2nnc(C)n2-c2ccccc2)cc1,-3.8%
COc1ccc(C(C#N)Nc2ccccc2C)cc1 (stereo not drawn),-2.0%
COc1ccc(-c2cc(C(F)(F)F)nc(SCCC(=O)N3CCCC3)n2)cc1,5.9%
CC(CCc1ccccc1)NC(=O)c1cncc(Br)c1 (stereo not drawn),-8.2%
C=CC[n+]1c(-c2ccc(OCC)cc2)csc1NNC(=O)Nc1ccccc1,17.8%
O=C1c2cccc3c([N+](=O)[O-])ccc(c23)C(=O)N1c1nccs1,0.7%
O=c1c2ccccc2nc(-c2ccc(Cl)cc2)n1C1CCS(=O)(=O)C1 (stereo not drawn),-6.7%
Cc1ccc(NS(=O)(=O)N(C)C)cc1,5.2%
COc1ccc(OC)c(Nc2nc(C3CC3)nc3c2nnn3Cc2ccccc2)c1,-5.0%
COc1ccc(CSc2nnc(CNS(C)(=O)=O)o2)cc1,9.1%
CCc1nnc(NC(=O)C=C(C)C)s1,6.7%
O=C(Nc1ccccc1Cl)NC1(C(=O)N2CCCC2)CCCCC1,-0.4%
Cc1ccc(OC(=O)c2ccccc2C(=O)OCC(F)(F)C(F)F)cc1,-19.2%

# Taken from the entries so far for reference:
SMILES,HT1080 viability
O=C(Nc1ccccc1Cl)NC1(C(=O)N2CCCC2)CCCCC1,-0.4%
Cc1ccc(OC(=O)c2ccccc2C(=O)OCC(F)(F)C(F)F)cc1,-19.2%

# Later entries:
SMILES,HT1080 viability
CCCS(=O)(=O)c1c(S(=O)(=O)CCC)c2c(N)cccn2c1C(=O)c1ccc(Br)cc1,1.7%
COc1ccc(C2NC(=S)N(c3ccccc3)C(C)=C2C(=O)Nc2ccccc2)cc1 (stereo not drawn),13.5%
Cc1ccc(S(=O)(=O)N2CCC(n3nnc4cc(C)ccc43)CC2)cc1,-4.6%
O=C(CCCn1c(SCC(=O)NCC2CCCO2)nc2ccccc2c1=O)NCc1ccccc1 (stereo not drawn),-16.3%
O=C(NCCCN1CCc2ccccc2C1)Nc1ccc(Cl)cc1,6.6%
Cc1cccc(NC(=O)CCC(=O)NCCO)c1,9.8%
COc1ccc(C(=O)NC2(C(F)(F)F)C(=O)Nc3c2c(=O)[nH]c(=O)n3CCc2ccc(OC)c(OC)c2)cc1 (stereo not drawn),2.9%
CC(C)(C)C(=O)Cn1c(=N)n(Cc2ccccc2Cl)c2ccccc21,-21.5%
COc1cccc(NC(=O)C(=O)N2CCOCC2)c1,-5.1%
CCOC(=O)c1cc(NC(=O)N(CC)CC)c(C)nc1C,-6.7%
C(=N\n1cnnc1)/c1ccc(OCc2cccc3ccccc23)cc1,-6.0%
N#Cc1nc(COc2ccccc2Cl)oc1NCc1cccnc1,-11.1%
CCCCCCCCOC(=O)C1=C(C)Nc2nnnn2C1c1cccs1 (stereo not drawn),-4.0%
CCc1nc(NCc2cccnc2)c2oc3ccccc3c2n1,-3.5%
COc1ccc2nc3c(cc2c1)Cc1ccccc1-3,4.6%
CC(=O)Oc1ccc(C(C)=O)c2c1OCCO2,-0.9%
Cc1ccc(C2CC2C(=O)NNC(=S)Nc2cccc(Cl)c2)cc1 (stereo not drawn),-12.7%
Cc1ccc(NC(=O)CSc2nnc(CN3CCOCC3)n2-c2ccccc2)cc1,-5.5%
CCOC(=O)C1C(=O)C=C(c2ccc(C)cc2)CC1c1ccco1 (stereo not drawn),-16.0%
Cc1ccc(C2CC(c3cccs3)=NN2C(=O)c2ccc(Br)o2)cc1 (stereo not drawn),-16.4%
CCOc1c(Cl)cc(C2NC(=O)NC(C)=C2C(=O)NCc2ccccc2)cc1OC (stereo not drawn),4.2%
Cc1ccc(C2OCC3(CO)COC(c4ccc(C)cc4)N23)cc1 (stereo not drawn),0.3%
CCc1nc(C)cn1S(=O)(=O)c1cc(C)c(OC)c(C)c1C,-6.9%
Cc1ccc(C)c(NC(=O)c2ccc3ccccc3n2)c1,-4.9%
Cc1cc(C)n(C(=O)c2c([N+](=O)[O-])c(C)nn2C)n1,-3.8%
O=C(CC(c1ccccc1)c1ccccc1)NCc1cccnc1,6.9%
O=C(NCc1ccco1)c1ccc(S(=O)(=O)N2CCOCC2)cc1,9.6%
CCCN(CCC)CC(=O)NCC1(c2ccccc2)CCOCC1,4.0%
CC(Cc1ccccc1)N/C=C1\CC(=O)NC1=O (stereo not drawn),-13.0%
C=CCn1c(O)c(N=NC(=S)Nc2cccc(C)c2)c2ccccc21,1.0%
CCc1nnc(NC(=O)c2cccc(S(=O)(=O)N(C)c3ccccc3)c2)s1,9.2%
N#Cc1c(NC(=O)CSc2n[nH]c(N)n2)oc(-c2ccccc2)c1-c1ccccc1,-0.9%
CCCCn1c(SCC(=O)c2ccc(OC)c(OC)c2)nc2cc(S(N)(=O)=O)ccc21,-10.2%
CCCCCCSC1=C(C#N)C(=O)NC2(CCCCC2)S1,-16.5%
COc1ccccc1-c1nnc(-c2ccc(N3CCOCC3)cc2)o1,0.2%
CC1(C)C2([N+](=O)[O-])CN(CCO)CC1([N+](=O)[O-])CN(CCO)C2,-4.6%
COc1ccccc1CNC(=O)Cn1cccc1,3.0%
O=C(CSc1nc2ccccc2c(=O)n1NC(=O)Cc1ccccc1)NCc1ccccc1,9.6%
CCN(CC)C(=O)c1cccc2c1C(=O)c1ccccc1-2,22.1%
Oc1ccc(F)cc1-c1cc(-c2ccc3c(c2)OCCO3)n[nH]1,-8.1%
Nn1c(SCC(=O)NCc2ccc3c(c2)OCO3)nnc1C1CC1,-17.3%
Cc1ccc(CC2CC(=O)N(CC(=O)O)C2=O)cc1 (stereo not drawn),-1.2%
COC(=O)c1ccccc1NC(=O)c1ccc(COc2ccc(C)c(C)c2)o1,-7.5%
COc1cccc(Nc2nc3ccccc3n3nnnc23)c1,-5.1%
CC1=C(C(=O)OC(C)C)C(c2ccco2)NC(=O)N1 (stereo not drawn),-1.9%
O=C(O)CCc1ccc(-c2ccc(Cl)cc2)n1CCC(=O)O,4.7%
CN1CCN(c2ccccc2NC(=O)c2cc3ccccc3o2)CC1,0.1%
C[N+](C)(C)CCOC(=O)C1(c2ccccc2)CCCC1,9.8%
O=C(/C=C(\O)c1ccc(Cl)cc1)C(=O)NNC(=O)C(O)(c1ccccc1)c1ccccc1,-5.2%
O=C(O)c1cc(-c2ccccc2)on1,-18.1%
O=C(c1ccccc1Nc1ccc(SC(F)F)cc1)N1CCCCC1,13.1%
O=C(COC(=O)c1ccccn1)NC1CCCCC1,-9.7%
Cc1ccc2c(C)c(C(=O)Nc3cccnc3)oc2c1,4.3%
OC(CN=c1sc2ccccc2n1CC(O)COc1ccccc1)COc1ccccc1 (stereo not drawn),-2.7%
CC1CCC(C(C)C)C(OCC(O)CN2CCOCC2)C1 (stereo not drawn),2.7%
Cc1ccc(-c2nnc(SCC(=O)Nc3nccs3)n2N)cc1,-1.2%
O=C(CC1(O)C(=O)N(Cc2cccc3ccccc23)c2ccccc21)c1cccnc1 (stereo not drawn),-6.0%
CC(=O)Nc1cc(-c2nn(C)c(=O)c3ccccc23)ccc1N1CCCCC1,-4.4%
O=[N+]([O-])/C(C(Cl)=C(Cl)Cl)=C(\Nc1ccc(F)cc1)n1cncn1,10.6%
CCN1CCN(CCC(=O)Nc2cccc(OC)c2)CC1,-20.3%
# New compounds follow.
SMILES,HT1080 viability
CC1(C)CC(=O)C2=C(C1)N(c1ccccc1)C(N)=C(C#N)C2c1ccsc1 (stereo not drawn),-6.5%
CCN1CC2=C(OC(N)=C(C#N)C2c2cccs2)/C(=C\c2cccs2)C1 (stereo not drawn),8.2%
NC(=O)c1ccccc1NC(=O)CCN1C(=O)c2ccccc2C1=O,11.3%
CC1=CC(C)(C)N2C(=O)C3(SCC(=O)N3c3ccc(F)cc3)c3cc(C)cc1c32 (stereo not drawn),26.0%
COc1ccc(/C=C/C(=O)c2ccc[nH]2)c(OC)c1OC,2.6%
O=C(NCc1ccccn1)C1CCN(Cc2cnn(-c3ccccc3)c2-n2cccc2)CC1,-11.1%
CS(=O)(=O)N1CCN(c2ccccc2NC(=O)c2ccc3ccccc3c2)CC1,-5.4%

# Of the compounds above, 13 have a furan ring, fused or not.
SMILES,HT1080 viability
CC(C)CCNC(=O)c1ccc(CSCc2cccc(F)c2)o1,-14.2%
Cc1ccc(S(=O)(=O)N2CN(Cc3ccco3)c3nc4ccccc4nc32)cc1,4.2%
Cc1nn(Cc2ccc(C(=O)Nc3ccccc3C(F)(F)F)o2)c(C)c1Br,-15.8%
c1coc(CN2CCN(C(c3cccs3)c3nnnn3C3CCCC3)CC2)c1 (stereo not drawn),-18.2%
CCc1nc(NCc2cccnc2)c2oc3ccccc3c2n1,-3.5%
CCOC(=O)C1C(=O)C=C(c2ccc(C)cc2)CC1c1ccco1 (stereo not drawn),-16.0%
Cc1ccc(C2CC(c3cccs3)=NN2C(=O)c2ccc(Br)o2)cc1 (stereo not drawn),-16.4%
O=C(NCc1ccco1)c1ccc(S(=O)(=O)N2CCOCC2)cc1,9.6%
N#Cc1c(NC(=O)CSc2n[nH]c(N)n2)oc(-c2ccccc2)c1-c1ccccc1,-0.9%
COC(=O)c1ccccc1NC(=O)c1ccc(COc2ccc(C)c(C)c2)o1,-7.5%
CC1=C(C(=O)OC(C)C)C(c2ccco2)NC(=O)N1 (stereo not drawn),-1.9%
CN1CCN(c2ccccc2NC(=O)c2cc3ccccc3o2)CC1,0.1%
Cc1ccc2c(C)c(C(=O)Nc3cccnc3)oc2c1,4.3%

# These rows are one share of the data; count on the stated rates, not on these rows.
